NSD2 inh: inhibitors of human NSD2 methyltransferase; NSD2-SET H3K36me1 DELFIA fluorescence, biochemical; inhibition, % at 12.5 µM; actives 0.07% (n = 44,000); AID 624260; in the data active = inhibition above about 54%, passing the limit was not always enough;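 note: inhibitors reduce the monomethyl H3K36 fluorescence signal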
Target sequence (O96028 whole entry, looked up): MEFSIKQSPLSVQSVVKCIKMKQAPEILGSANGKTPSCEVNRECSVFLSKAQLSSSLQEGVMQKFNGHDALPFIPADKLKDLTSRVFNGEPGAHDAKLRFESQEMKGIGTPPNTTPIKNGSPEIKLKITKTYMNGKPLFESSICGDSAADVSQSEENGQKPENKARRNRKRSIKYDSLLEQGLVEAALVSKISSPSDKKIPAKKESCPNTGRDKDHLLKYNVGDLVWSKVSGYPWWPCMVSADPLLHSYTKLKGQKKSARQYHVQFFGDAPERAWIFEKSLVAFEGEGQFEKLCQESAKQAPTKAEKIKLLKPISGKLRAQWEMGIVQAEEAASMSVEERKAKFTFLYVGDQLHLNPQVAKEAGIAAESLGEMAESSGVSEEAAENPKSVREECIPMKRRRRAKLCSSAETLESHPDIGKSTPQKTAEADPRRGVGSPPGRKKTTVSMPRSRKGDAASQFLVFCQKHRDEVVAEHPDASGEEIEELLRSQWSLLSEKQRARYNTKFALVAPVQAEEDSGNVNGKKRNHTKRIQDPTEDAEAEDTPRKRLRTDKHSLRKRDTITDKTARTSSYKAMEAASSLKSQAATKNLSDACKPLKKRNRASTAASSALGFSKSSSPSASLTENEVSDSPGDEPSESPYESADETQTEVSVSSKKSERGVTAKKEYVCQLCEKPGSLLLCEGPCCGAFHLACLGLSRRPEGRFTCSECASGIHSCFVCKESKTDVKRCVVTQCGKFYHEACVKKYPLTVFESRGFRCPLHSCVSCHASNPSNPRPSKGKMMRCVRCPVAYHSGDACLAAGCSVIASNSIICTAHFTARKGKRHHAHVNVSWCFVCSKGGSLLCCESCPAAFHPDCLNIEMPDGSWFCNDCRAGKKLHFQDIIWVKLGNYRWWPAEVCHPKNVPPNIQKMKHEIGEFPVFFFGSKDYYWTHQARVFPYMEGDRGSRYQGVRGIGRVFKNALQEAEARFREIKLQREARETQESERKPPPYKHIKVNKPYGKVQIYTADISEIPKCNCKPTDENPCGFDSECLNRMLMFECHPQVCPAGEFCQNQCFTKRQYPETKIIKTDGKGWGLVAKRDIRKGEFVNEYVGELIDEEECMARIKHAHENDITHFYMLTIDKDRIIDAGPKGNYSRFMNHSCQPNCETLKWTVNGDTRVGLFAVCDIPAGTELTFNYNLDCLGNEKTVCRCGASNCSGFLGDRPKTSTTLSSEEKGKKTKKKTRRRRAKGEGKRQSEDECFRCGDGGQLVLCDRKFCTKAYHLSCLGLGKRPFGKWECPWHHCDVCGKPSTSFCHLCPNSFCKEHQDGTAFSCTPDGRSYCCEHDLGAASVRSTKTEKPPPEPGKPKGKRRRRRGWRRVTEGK
* = called active by the depositor. This is a subset (hit frequency here may not be typical).

The opening 4 records, ahead of the listing:
SMILES	NSD2 inh
COCCNC(=O)C[C@H]1C[C@H]2c3cc(NC(=O)CC4CC4)ccc3O[C@H]2[C@H](CO)O1	2.9
C/C=C/c1ccc2c(c1)O[C@H](CN(C)C(=O)Cc1ccccc1)[C@@H](C)CN([C@@H](C)CO)S2(=O)=O	7.1
O=S(=O)(N[C@@H]1CCCN(Cc2ccc(OCCO)cc2)C1)c1ccc2ccccc2c1	7.3
COc1ccc(S(=O)(=O)N(C)C[C@@H]2Oc3ccc(NC(=O)Nc4cccc5ccccc45)cc3CC(=O)N([C@@H](C)CO)C[C@H]2C)cc1	0.6

Main list, previewed entries included:
SMILES	NSD2 inh
COCCNC(=O)C[C@H]1C[C@H]2c3cc(NC(=O)CC4CC4)ccc3O[C@H]2[C@H](CO)O1	2.9
C/C=C/c1ccc2c(c1)O[C@H](CN(C)C(=O)Cc1ccccc1)[C@@H](C)CN([C@@H](C)CO)S2(=O)=O	7.1
O=S(=O)(N[C@@H]1CCCN(Cc2ccc(OCCO)cc2)C1)c1ccc2ccccc2c1	7.3
COc1ccc(S(=O)(=O)N(C)C[C@@H]2Oc3ccc(NC(=O)Nc4cccc5ccccc45)cc3CC(=O)N([C@@H](C)CO)C[C@H]2C)cc1	0.6
O=C(c1noc2c1CCCC2)N(C1CCCCC1)C1CCCCC1	7.8
C[C@@H]1CN([C@@H](C)CO)C(=O)Cc2cc(NC(=O)CCN3CCOCC3)ccc2O[C@@H]1CN(C)S(=O)(=O)c1ccc(Cl)cc1	1.7
CCOC(=O)N(C)C[C@H]1OCc2cnnn2CCCC(=O)N([C@@H](C)CO)C[C@H]1C	-0.1
C[C@H](CO)N1C[C@H](C)[C@@H](CN(C)Cc2ccc(C(=O)Nc3ccccc3N)cc2)OCc2cn(nn2)CCCC1=O	1.3
CC(C)NC(=O)Nc1ccc2c(c1)CC(=O)N([C@@H](C)CO)C[C@H](C)[C@@H](CN(C)S(=O)(=O)c1ccc(F)cc1)O2	-1.1
C[C@H]1CN([C@@H](C)CO)C(=O)CCCn2cc(nn2)CO[C@@H]1CN(C)C(=O)c1ccccc1	-4.0
C[C@@H]1CN([C@H](C)CO)C(=O)c2cc(NS(C)(=O)=O)ccc2O[C@H]1CN(C)Cc1ccc(-c2ccccc2)cc1	4.5
C[C@@H]1CN([C@H](C)CO)C(=O)c2cc(C3=CCCC3)cnc2O[C@@H]1CN(C)Cc1ccccc1F	7.3
COc1ccc(C#Cc2cnc3c(c2)C(=O)N([C@H](C)CO)C[C@@H](C)[C@H](CN(C)C(C)=O)O3)cc1	-2.7
COc1ccc(-c2cc(=O)c3cc(OC)ccc3o2)cc1	-4.4
C[C@@H]1CN([C@@H](C)CO)C(=O)Cc2cc(NC(=O)CCCCCC(=O)Nc3ccccc3N)ccc2O[C@H]1CN(C)S(=O)(=O)c1ccccc1	-0.8
CN=c1scc(C)n1NC(=O)Nc1ccc(Cl)cc1	-2.3
C[C@@H]1CN([C@H](C)CO)C(=O)Cc2cc(NS(=O)(=O)c3cccs3)ccc2O[C@H]1CN(C)C(=O)Nc1ccccc1	3.9
C[C@@H]1CN([C@H](C)CO)C(=O)c2cc(N(C)C)ccc2O[C@H]1CN(C)C(=O)NC1CCCCC1	-3.7
CNC[C@H]1Oc2c(NS(=O)(=O)c3ccc(C)cc3)cccc2C(=O)N([C@H](C)CO)C[C@@H]1C	0.8
C[C@@H]1CN([C@H](C)CO)C(=O)c2cc(C#CC3CCCCC3)cnc2O[C@@H]1CN(C)Cc1cncnc1	6.7
CNC[C@H]1Oc2cc(C#Cc3ccncc3)ccc2S(=O)(=O)N([C@H](C)CO)C[C@@H]1C	-0.7
C[C@H](CO)N1C[C@H](C)[C@@H](CN(C)S(=O)(=O)c2ccccc2)Oc2ccc(NS(=O)(=O)c3ccccc3)cc2CC1=O	0.3
C[C@@H]1CN([C@H](C)CO)C(=O)c2cc(NC(=O)Nc3cccc4ccccc34)ccc2O[C@@H]1CN(C)S(=O)(=O)c1ccccc1	-8.2
COc1ccc(S(=O)(=O)N[C@@H]2C=C[C@@H](CC(=O)NCCc3ccccc3)O[C@H]2CO)cc1	4.5
C=CCNC(=O)[C@@H]1[C@H]2C(=O)O[C@H](c3ccccc3)[C@H](c3ccccc3)N2[C@H](c2ccccc2OCCO)[C@@]12C(=O)Nc1ccc(C#CC3=CCCCC3)cc12	-1.6
C[C@@H]1CCCCO[C@@H](CN(C)Cc2ccc(Cl)c(Cl)c2)[C@H](C)CN([C@H](C)CO)C(=O)c2cc(NC(=O)Nc3ccc(C(F)(F)F)cc3)ccc2O1	0.0
COc1ccccc1C#Cc1cnc2c(c1)C(=O)N([C@@H](C)CO)C[C@@H](C)[C@H](CN(C)C(=O)CC1CC1)O2	2.8
C[C@@H]1CN([C@H](C)CO)C(=O)c2cc(NC(=O)CCN3CCOCC3)ccc2O[C@@H]1CN(C)S(=O)(=O)c1ccc(F)cc1	-3.9
C[C@@H]1CN([C@H](C)CO)C(=O)c2cc(-c3cccnc3)cnc2O[C@H]1CN(C)Cc1ccc(Oc2ccccc2)cc1	-0.9
Cc1ccc(S(=O)(=O)N(C)C[C@H]2Oc3ccc(NC(=O)Nc4ccc(F)cc4)cc3C(=O)N([C@@H](C)CO)C[C@H]2C)cc1	-4.4
O=C(N/N=C/c1cccc(OCCO)c1)c1ccccc1O	1.3
O=C(Nc1ccc(F)cc1)N[C@H]1C=C[C@H](CC(=O)N2CCCCC2)O[C@@H]1CO	3.0
CCCN(C)C[C@@H]1Oc2ncc(-c3ccccc3OC)cc2C(=O)N([C@@H](C)CO)C[C@@H]1C	-1.4
Cc1noc(C)c1NC(=O)N(C)C[C@H]1Oc2c(NC(=O)Nc3ccccc3)cccc2C(=O)N([C@@H](C)CO)C[C@@H]1C	0.1
COc1ccc(C2OCC3C2CO[C@H]3c2ccc(OC)c(OC)c2)cc1OC (some centres not stated)	-2.1
CNC[C@@H]1Oc2ccc(NC(=O)CCCN(C)C)cc2C(=O)N([C@H](C)CO)C[C@H]1C	10.0
N#Cc1ccc(/C=N/NC(=O)c2ccc(C(=O)NO)cc2)cc1	2.7
COc1ccc(S(=O)(=O)Nc2cccc3c2O[C@H](CN(C)Cc2ccc(-c4ccccc4)cc2)[C@H](C)CN([C@@H](C)CO)C3=O)cc1	2.1
C[C@@H]1CN([C@H](C)CO)C(=O)c2cc(NC(=O)NC3CCCCC3)ccc2O[C@H]1CN(C)C(=O)Nc1ccc(C(F)(F)F)cc1	-6.9
C[C@H]1CN([C@@H](C)CO)C(=O)c2cccc(NS(=O)(=O)c3ccccc3)c2O[C@H]1CN(C)CC1CC1	10.0
C[C@@H]1CN([C@H](C)CO)C(=O)Cc2cc(NC(=O)Nc3ccc4c(c3)OCO4)ccc2O[C@H]1CN(C)C(=O)Nc1ccc2c(c1)OCO2	-1.3
CC(C)C#Cc1cnc2c(c1)C(=O)N([C@@H](C)CO)C[C@@H](C)[C@H](CN(C)C(=O)c1ccc3c(c1)OCO3)O2	-7.4
C[C@H](CO)N1C[C@H](C)[C@@H](CN(C)C(=O)CCC(F)(F)F)OCc2ccccc2-c2ccccc2C1=O	-1.0
C[C@@H]1CN([C@H](C)CO)S(=O)(=O)c2ccc(C#Cc3ccc(F)cc3)cc2O[C@H]1CN(C)C	-0.8
C[C@@H]1CN([C@@H](C)CO)C(=O)c2cc(C#Cc3ccncc3)cnc2O[C@H]1CN(C)C(=O)CN(C)C	4.2
O=C(C[C@H]1C[C@H]2c3cc(NC(=O)Nc4ccccc4F)ccc3O[C@H]2[C@H](CO)O1)NCC1CC1	4.5
COc1ccc(S(=O)(=O)N(C)C[C@H]2Oc3ccc(NS(=O)(=O)c4ccc(Cl)cc4)cc3CC(=O)N([C@@H](C)CO)C[C@@H]2C)cc1	-7.3
C[C@H]1CN([C@@H](C)CO)C(=O)c2cc(NC(=O)CCCCCC(=O)Nc3ccccc3N)ccc2O[C@H]1CN(C)S(=O)(=O)c1cn(C)cn1	-1.0
C[C@H]1CN([C@@H](C)CO)C(=O)c2cccc(NC(=O)Nc3cccc4ccccc34)c2O[C@@H]1CN(C)S(=O)(=O)c1ccc(F)cc1	-2.9
Cc1ccc(S(=O)(=O)N(C)C[C@@H]2Oc3ccc(NC(=O)Cc4cn(C)c5ccccc45)cc3C(=O)N([C@@H](C)CO)C[C@@H]2C)cc1	-20.9
(more compounds)
SMILES	NSD2 inh
CC(=O)N(C)C[C@@H]1Oc2cc(-c3ccc(C#N)cc3)ccc2S(=O)(=O)N([C@H](C)CO)C[C@H]1C	1.7
Cc1noc(C)c1NC(=O)N(C)C[C@@H]1Oc2ccc(NC(=O)CCN3CCOCC3)cc2CC(=O)N([C@@H](C)CO)C[C@@H]1C	3.0
COc1ccc(S(=O)(=O)Nc2ccc3c(c2)C(=O)N([C@H](C)CO)C[C@H](C)[C@H](CN(C)C(=O)CCCN(C)C)OCCCC[C@@H](C)O3)cc1	-3.5
C[C@H]1CN([C@@H](C)CO)S(=O)(=O)c2ccc(C#CC3CCCC3)cc2O[C@@H]1CN(C)C(=O)Nc1cc(F)ccc1F	-6.6
C[C@@H]1CN([C@H](C)CO)C(=O)c2cc(-c3ccc(C#N)cc3)cnc2O[C@@H]1CN(C)Cc1cccnc1	4.4
C[C@H]1CN([C@@H](C)CO)C(=O)c2cc(NS(C)(=O)=O)ccc2O[C@H]1CN(C)S(=O)(=O)c1ccc(Cl)cc1	-3.1
C[C@H](CO)N1C[C@H](C)[C@H](CN(C)Cc2ccncc2)Oc2ncc(C#Cc3ccc(C(F)(F)F)cc3)cc2C1=O	-3.7
COc1ccc(NC(=O)Nc2ccc3c(c2)C(=O)N([C@@H](C)CO)C[C@H](C)[C@@H](CN(C)C(=O)Nc2ccc4c(c2)OCO4)OCCCC[C@H](C)O3)cc1	2.6
CCC(=O)N(C)C[C@@H]1Oc2cc(Br)ccc2S(=O)(=O)N([C@H](C)CO)C[C@@H]1C	2.3
COc1ccc(CNC(=O)C[C@H]2C[C@H]3c4cc(NC(=O)CC5CC5)ccc4O[C@H]3[C@H](CO)O2)cc1	1.4

4 entries from above, sorted by SMILES length, falling.
SMILES	NSD2 inh
COc1ccc(NC(=O)Nc2ccc3c(c2)C(=O)N([C@@H](C)CO)C[C@H](C)[C@@H](CN(C)C(=O)Nc2ccc4c(c2)OCO4)OCCCC[C@H](C)O3)cc1	2.6
C[C@@H]1CN([C@H](C)CO)C(=O)c2cc(NC(=O)NC3CCCCC3)ccc2O[C@H]1CN(C)C(=O)Nc1ccc(C(F)(F)F)cc1	-6.9
Cc1noc(C)c1NC(=O)N(C)C[C@@H]1Oc2ccc(NC(=O)CCN3CCOCC3)cc2CC(=O)N([C@@H](C)CO)C[C@@H]1C	3.0
COc1ccc(C2OCC3C2CO[C@H]3c2ccc(OC)c(OC)c2)cc1OC (some centres not stated)	-2.1

Going on with the list.
SMILES	NSD2 inh
COCC(=O)N(C)C[C@@H]1Oc2cc(-c3ccccc3)ccc2S(=O)(=O)N([C@@H](C)CO)C[C@H]1C	-4.5
Cc1ccc(S(=O)(=O)Nc2cccc3c2O[C@H](CN(C)S(=O)(=O)c2ccccc2)[C@H](C)CN([C@H](C)CO)C3=O)cc1	-2.2
COC(=O)C[C@@H]1C[C@H]2c3cc(NC(=O)C4CCOCC4)ccc3O[C@H]2[C@H](CO)O1	3.9
O=C(N/N=C/c1ccccc1C(=O)O)c1ccccc1O	-4.2
CNC[C@H]1Oc2ccc(NC(=O)C3CC3)cc2C(=O)N([C@H](C)CO)C[C@H]1C	-1.6
Cc1ccc(S(=O)(=O)Nc2ccc3c(c2)C(=O)N([C@H](C)CO)C[C@@H](C)[C@H](CN(C)C(=O)Nc2ccc(C(F)(F)F)cc2)OCCCC[C@@H](C)O3)cc1	-2.9
COc1ccccc1S(=O)(=O)N(C)C[C@@H]1Oc2cc(C#CCC3CCCC3)ccc2S(=O)(=O)N([C@@H](C)CO)C[C@@H]1C	-5.2
C[C@H]1CN([C@@H](C)CO)C(=O)c2cccc(NC(=O)Nc3ccc(F)cc3)c2O[C@@H]1CN(C)Cc1ccc2c(c1)OCO2	-3.5
Cc1noc(C)c1NC(=O)N(C)C[C@@H]1Oc2ccc(NC(=O)CCCCCC(=O)Nc3ccccc3N)cc2CC(=O)N([C@H](C)CO)C[C@@H]1C	2.8
C[C@H]1CN([C@@H](C)CO)C(=O)Cc2cc(NC(=O)CCN3CCOCC3)ccc2O[C@@H]1CN(C)C(=O)Nc1ccc2c(c1)OCO2	-1.7
C[C@@H]1CN([C@@H](C)CO)C(=O)c2cc(NC(=O)CCCCCC(=O)Nc3ccccc3N)ccc2O[C@@H]1CN(C)C	-4.4
C[C@H](CO)N1C[C@H](C)[C@@H](CN(C)C(=O)Cc2ccccc2)Oc2ncc(C3=CCCCC3)cc2C1=O	-5.5
C[C@H]1CN([C@@H](C)CO)C(=O)c2cc(-c3cccc(F)c3)cnc2O[C@@H]1CN(C)C(=O)c1cccc(F)c1	14.6
CC(C)NC(=O)Nc1ccc2c(c1)C(=O)N([C@H](C)CO)C[C@H](C)[C@@H](CN(C)C(=O)Nc1ccc3c(c1)OCO3)OCCCC[C@H](C)O2	1.8
CN(C)c1ccc2c(c1)[C@@H]1C[C@@H](CC(=O)O)O[C@@H](CO)[C@@H]1O2	-22.6
C[C@@H]1CN([C@H](C)CO)C(=O)CCCn2nncc2CO[C@H]1CN(C)Cc1ccccc1	0.7
CNC[C@@H]1Oc2cc(-c3cccc(C(=O)N(C)C)c3)ccc2S(=O)(=O)N([C@@H](C)CO)C[C@H]1C	4.6
C[C@H](CO)N1C[C@H](C)[C@@H](CN(C)C(=O)Nc2ccc(C(F)(F)F)cc2)Oc2c(NC(=O)CCCCCC(=O)Nc3ccccc3N)cccc2C1=O	-2.7
COc1cccc(NC(=O)N(C)C[C@H]2Oc3ncc(C#Cc4ccncc4)cc3C(=O)N([C@H](C)CO)C[C@@H]2C)c1	2.6
Cc1noc(C)c1NC(=O)Nc1cccc2c1O[C@@H](CN(C)C(=O)Nc1c(C)noc1C)[C@H](C)CN([C@@H](C)CO)C2=O	5.3
COc1ccc(NC(=O)Nc2ccc3c(c2)C(=O)N([C@H](C)CO)C[C@@H](C)[C@H](CN(C)S(=O)(=O)c2ccc(Cl)cc2)OCCCC[C@@H](C)O3)cc1	0.7
C[C@@H]1CN([C@@H](C)CO)S(=O)(=O)c2ccc(Br)cc2O[C@H]1CN(C)S(C)(=O)=O	-1.5
C[C@@H]1CCCCO[C@H](CN(C)C(=O)CCCN(C)C)[C@@H](C)CN([C@H](C)CO)C(=O)c2cc(NC(=O)c3ccccc3)ccc2O1	5.9
